# EphB4 antag: EphB4-ephrin-B2 interaction antagonists, primary screen, biochemical, TNYL-RAW peptide probe, fluorescence polarization. inhibition, % at 7 µM. actives 0.15% (n = 97,000). AID 720, 2007. EphB4 LBD / TNYL-RAW-Alexa532 peptide;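 active = inhibition above the screen-wide mean inhibition plus 3 SD, cut at about 15% in these data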;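 note: 0% = DMSO wells and 100% = excess unlabeled TNYL-RAW peptide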
# Target sequence (P54760 whole entry, looked up, the tested form may be a part): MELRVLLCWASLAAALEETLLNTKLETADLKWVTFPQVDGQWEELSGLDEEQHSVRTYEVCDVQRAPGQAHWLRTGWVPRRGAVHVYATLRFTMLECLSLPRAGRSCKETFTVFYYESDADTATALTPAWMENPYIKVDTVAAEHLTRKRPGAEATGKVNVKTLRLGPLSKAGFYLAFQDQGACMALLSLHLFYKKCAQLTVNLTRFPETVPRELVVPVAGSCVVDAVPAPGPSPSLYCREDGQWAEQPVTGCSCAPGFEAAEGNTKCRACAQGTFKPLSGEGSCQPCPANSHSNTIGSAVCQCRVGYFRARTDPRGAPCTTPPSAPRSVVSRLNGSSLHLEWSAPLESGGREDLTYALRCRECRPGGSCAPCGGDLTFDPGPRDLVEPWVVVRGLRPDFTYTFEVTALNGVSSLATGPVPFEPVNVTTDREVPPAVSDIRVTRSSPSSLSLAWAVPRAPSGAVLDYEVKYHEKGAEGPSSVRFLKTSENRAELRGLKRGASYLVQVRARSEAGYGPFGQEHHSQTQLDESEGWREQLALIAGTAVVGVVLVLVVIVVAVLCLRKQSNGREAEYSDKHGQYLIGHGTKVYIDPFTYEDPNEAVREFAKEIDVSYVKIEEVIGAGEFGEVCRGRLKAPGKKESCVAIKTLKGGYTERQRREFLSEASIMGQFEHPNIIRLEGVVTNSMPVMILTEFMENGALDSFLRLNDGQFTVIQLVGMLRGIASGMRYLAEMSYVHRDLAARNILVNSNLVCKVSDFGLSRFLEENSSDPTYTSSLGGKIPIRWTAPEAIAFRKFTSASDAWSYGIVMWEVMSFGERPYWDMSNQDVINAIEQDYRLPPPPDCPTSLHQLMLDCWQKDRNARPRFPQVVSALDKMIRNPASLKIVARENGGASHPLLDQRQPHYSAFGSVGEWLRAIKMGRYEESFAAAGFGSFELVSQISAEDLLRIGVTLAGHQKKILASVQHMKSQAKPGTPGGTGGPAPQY
# FAK inh: FAK kinase inhibitors, primary screen, biochemical | AID 727, 2007 | inhibition, %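 (tested at 7 µM)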 | biochemical FAK kinase activity assay | actives 0.84% (n = 97,000); in the data active = inhibition above about 19%;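 note: 0% = DMSO and 100% = reference compound high control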
# PTPN22 act: LYP phosphatase activators, primary screen, biochemical, DiFMUP fluorescence, 2 µM; Tyrosine-protein phosphatase non-receptor type 22 (Homo sapiens), Q9Y2R2; recombinant LYP; 0 = plate median, 100 = signal doubled; actives 0.11% (n = 96,000); AID 697, 2007; activation, % at 2 µM;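 active = activation at 2 µM above a set limit, the mean plus 5 SD, cut at about 37% in these data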
# HIV Rev-RRE inh: HIV-1 Rev-RRE binding inhibitors, primary screen, biochemical, FRET, protein-RNA interaction | P05866 | Rev peptide-RRE RNA binding | inhibition, % at 8 µM | actives 0.79% (n = 97,000);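 active = inhibition above the screen-wide mean plus 3 SD, cut at about 35% in these data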;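 note: 0% = median DMSO wells and 100% = median Neomycin B control wells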
# Target sequence (P05866 whole entry, looked up): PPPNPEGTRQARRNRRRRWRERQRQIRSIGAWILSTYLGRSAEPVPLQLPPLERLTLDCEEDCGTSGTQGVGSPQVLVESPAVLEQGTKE
#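 assay system = Cy5-tagged RRE RNA duplex with fluorescein-tagged Rev peptide | incubation = 5 + 15 min at 25 °C | also added = labelled Rev peptide | measure = % inhibition of FRET ratio versus controls | benchmarks = DMSO wells as 0% and neomycin B wells as 100% inhibition | measured by = FRET fluorescence readout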
# F-actin modifier: modifiers of F-actin cytoskeleton organization, primary screen, imaging, HUVEC, phalloidin staining, high-content imaging; HUVEC TNFa F-actin phalloidin imaging; actives 0.18% (n = 91,000); inhibition, % at 2 µM;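 active = inhibition above the batch mean plus 3 SD and confirmed as a hit by visual image inspection, cut at about 30% in these data, passing the limit was not always enough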; note: strong numbers were not always called active
# Pyk2 oligo antag: antagonists of Pyk2 self-association, primary screen, Q293 cells, FERM NanoBiT luminescence, HTS | stronger effect = lower value | Protein-tyrosine kinase 2-beta (Homo sapiens), Q14289 | z-score (the deposit names both 25 µM and 10 µM) | actives 0.83% (n = 99,000);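 active = Z-score of -3 or lower, scaled per plate to the spread of control and sample wells; inactive = z-score above -3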;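 note: negative z-score means lost luminescence so less FERM oligomerization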
# PTPN22 inh 2: PTPN22 phosphatase inhibitors, primary screen, biochemical, DiFMUP fluorescence, 2 µM; Tyrosine-protein phosphatase non-receptor type 22 (Homo sapiens), Q9Y2R2; inhibition, % at 2 µM; recombinant LYP catalytic domain; actives 0.21% (n = 96,000);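 active = inhibition at 2 µM at or above a set limit, the screen mean plus 3 SD, cut at about 24% in these data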;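 note: 0% = DMSO with enzyme and 100% = enzyme fully blocked by orthovanadate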
# PLK1 kinase inh: human PLK1 kinase inhibitors, primary screen, biochemical, TR-FRET | Serine/threonine-protein kinase PLK1 (Homo sapiens), P53350 | recombinant PLK1 kinase, TR-FRET peptide phosphorylation | inhibition, % at 10 µM | actives 0.53% (n = 97,000);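 active = inhibition of 50% or more in the single-concentration screen; inactive = inhibition below 50%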;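 note: 0% = DMSO max control and 100% = H-89 dihydrochloride min control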
# Plk1 PBD FP: Plk1 polo box domain binding inhibitors, primary screen, biochemical, fluorescence polarization. Serine/threonine-protein kinase PLK1 (Homo sapiens), P53350. Plk1 PBD phosphopeptide binding. inhibition, %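 (tested at about 20 µM)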. actives 0.13% (n = 97,000). AID 693, 2007; in the data active = inhibition above about 34%, passing the limit was not always enough
# The depositor's hits bear a star; · = not tested or not shown. Rows were taken by chance; about 3.5% have a hit in one of these screens.
SMILES,EphB4 antag,FAK inh,PTPN22 act,HIV Rev-RRE inh,F-actin modifier,Pyk2 oligo antag,PTPN22 inh 2,PLK1 kinase inh,Plk1 PBD FP
CCOC(=O)C(C(=O)N1CCOCC1)C1CCCCC1 (stereo not given),-7,0,-6,1,1,0,2,-7,-12
O=C(O)CC(Cn1[nH]nnc1=S)c1ccccc1 (stereo not given),-1,-2,2,0,16,-0.2,0,-11,0
Cc1c(/C=N/n2cnnc2)c2ccccc2n1CCOc1ccccc1,2,-1,-1,5,6,-0.28,1,-4,-9
O=C(Cc1ccccc1)Nc1nonc1NC(=O)c1ccccc1,0,-1,1,-1,11,0.87,-3,-15,-10
O=C(Nc1cccc(F)c1)c1ccc(S(=O)(=O)N2CCCC2)cc1,-7,-1,·,5,·,·,·,72*,-4
Nc1nc(CSc2nnnn2-c2ccc(F)c(Cl)c2)nc(N2CCOCC2)n1,-2,-7,13,6,32,-0.26,-16,-3,-5
CN(C)C(=O)c1cn(N(C)c2ncc(C(F)(F)F)cc2Cl)c(=O)c2ccccc12,-11,2,-3,1,-33,-0.36,5,-2,-19
O=Cc1ccc(OCC(=O)NC(=O)NC2CCCCC2)cc1,-1,1,10,7,0,0.37,-7,-8,-23
O=C(NCc1ccc(F)cc1)c1cnc(-c2ccccn2)nc1C(F)(F)F,0,2,-3,7,·,-0.3,4,5,-20
CSC1=C(C#N)C(CC(C)C)C2=C(CCCC2=O)N1 (stereo not given),10,3,9,1,56,-0.93,-10,-4,23
Cc1nn(Cc2cccc(C(=O)Nc3ccn(Cc4ccccc4F)n3)c2)c(C)c1[N+](=O)[O-],2,4,0,9,-9,-0.13,3,-6,-2
CC1CN(CC(O)COc2ccc(C(C)C)cc2)CC(C)O1 (stereo not given),-11,-1,6,0,-6,-0.52,-10,-19,3
O=C(Nc1ccc2nc(-c3ccco3)[nH]c2c1)c1ccco1,-3,-3,1,6,2,0.56,-4,-6,15
Cc1ccc(OCCCC(=O)Nc2ccc(N3CCOCC3)cc2)cc1,-4,1,12,1,-25,0.63,-7,-10,-16
S=c1[nH]ncn1/N=C/c1ccccc1,-5,2,11,-2,-11,-0.09,-12,-6,1
O=C(c1cc(-c2ccncc2)nc2ccccc12)N1CCN(c2ccc(N3CCOCC3)nn2)CC1,3,4,-7,8,8,0.84,6,7,-17
Cc1ccc(-c2nc(N)n(S(C)(=O)=O)n2)cc1,1,-1,1,5,-20,0.95,-5,-19,-12
Cc1ccccc1-n1nc2c(c1NC(=O)c1ccc(Br)o1)CSC2,-4,-2,0,-2,22,0.69,-2,-12,-4
CCN1C(=O)N(c2cccc3ccccc23)C(C)=CC1(C)C,-10,-2,10,-4,0,-0.78,-8,-5,-14
CCC(C)(C)n1nnnc1C(c1ccc(C)cc1)N1CCCC1 (stereo not given),-6,2,4,1,-7,0.01,-6,2,-5
CCCOc1ccc(C(=O)CCNc2ccc(C)c(Cl)c2)cc1,1,1,8,3,-14,0.01,-2,-1,-30
Cc1ccc(SCc2nc(-c3ccccc3)no2)cc1,1,0,2,12,-10,0.32,-3,-8,-8
CN1CCN(CC(O)COCc2ccc3c(c2)OCO3)CC1 (stereo not given),-2,-1,-11,5,-17,-0.14,14,-13,8
O=C(Nc1nc2ccccc2s1)C1CC(=O)N(c2ccc(F)cc2)C1 (stereo not given),3,-3,8,13,-17,0.44,-4,-4,-18
O=C(Nc1cc(C(F)(F)F)ccc1N1CCOCC1)c1c(F)c(F)c(F)c(F)c1F,-2,0,5,8,0,0.37,-6,-16,20
CCOC(=O)c1c(NC(=O)C(Sc2ccccc2)c2ccccc2)sc(C(N)=O)c1C (stereo not given),3,-2,-17,8,3,-1.5,19,2,-29
O=C(NCCCCCNC(=O)c1cccnc1)c1cccnc1,3,0,-8,8,-4,0.68,9,-4,5
Nc1ccc[n+](Cc2ccccn2)c1,4,-1,0,8,7,0.61,-1,-13,-30
Cc1ccc(S(=O)(=O)Nc2c(C)ccc3nsnc23)cc1,-3,-3,2,4,-15,-0.29,-2,-2,-8
CCOC(=O)CSc1nnc(CNC(=O)c2ccco2)n1-c1ccc(F)cc1,9,0,0,1,4,0.05,-2,-13,-8
Cc1ccc(OCC(=O)N2CCN(C(=O)c3cccnc3)CC2)cc1,3,-3,-4,-3,-3,0.03,5,-9,-3
O=[N+]([O-])c1cccc(C(=Nc2ccc(Cl)cc2)NO)c1,-5,0,-1,0,6,-0.32,-2,3,-10
S=C1NNC2(NN1)C1CC3CC(C1)CC2C3,3,-2,5,6,3,0.9,-8,56*,-7
COc1ccc(OCC(=O)OC2CCN(C)CC2)cc1,-4,1,-5,3,8,0.54,6,-12,4
CCCc1nc2c(=O)n(C)c(=O)[nH]c2n1C,2,0,0,14,-14,1.2,-3,-7,-9
O=[N+]([O-])c1cc(Cl)cc(/C=N\Nc2ccccn2)c1O,0,0,-4,-6,0,0.11,9,12,7
CCn1c(SCC(=O)NCc2ccco2)nc2c(c1=O)SC(C)C2 (stereo not given),-3,-1,-9,4,10,0.08,8,-8,-21
CC(=O)Nc1cnc(NC(=O)c2cccc(F)c2)cc1C,-5,3,-8,3,-4,-0.62,12,-4,-7
CN(C)S(=O)(=O)N1CCC(c2ccc(F)cc2)C(COc2ccc3c(c2)OCO3)C1 (stereo not given),5,6,-2,6,-12,-2.2,1,-11,29
CC(C)CC(c1nnnn1CCc1ccccc1)N1CCC(C(N)=O)CC1 (stereo not given),8,-1,-9,1,17,0.7,10,-3,-13
CC(=O)Nc1ccc(N(C)S(C)(=O)=O)cc1,-7,-1,0,7,11,1.3,3,8,9
Cc1ccc2ccccc2[n+]1CCCS(=O)(=O)[O-],-1,-2,-3,-4,14,-0.59,2,-11,-24
Cc1cc(=O)c2cccc(Br)c2[nH]1,-7,-2,6,6,0,-0.92,-9,-8,7
O=C(Oc1ccc(N(Cc2cccs2)C2=NS(=O)(=O)c3ccccc32)cc1)c1ccc(Cl)cc1,-5,1,2,9,3,-0.45,0,-13,-3
Cc1nn(C(C)C(=O)NCCCc2ccccc2)c(=O)c2cc3occc3n12 (stereo not given),-2,1,-6,-5,-4,0.85,6,-11,-5
CCOC(=O)c1nnn(-c2nonc2N)c1-c1ccc(OCC)cc1,-6,-4,-2,1,·,0.25,0,-6,1
O=C(CSCc1cnn(-c2ccccc2)c1-n1cccc1)NCc1ccc2c(c1)OCO2,-3,1,-4,10,4,0.38,5,-10,7
COCCCNC(=O)c1ccc(C(=O)NCCCOC)cc1,-2,-7,0,3,19,1.1,-2,-18,-15
COc1ccc(OC)c(-c2nc(C(N)=O)c3[nH]c(=O)n(-c4ccc(F)cc4)c3n2)c1,1,0,-9,-2,4,·,6,6,3
N#Cc1c(-c2cccs2)cc(-c2ccccn2)nc1N,0,10,3,7,17,-1.1,-4,-5,2
Cc1cc(OCC(=O)O)c2cccc(C)c2n1,-2,-2,-1,1,-4,0.83,-1,-2,13
Cc1ccc(C)c(Cn2c(=O)n(CCC(=O)NCc3ccco3)c(=O)c3sccc32)c1,2,-2,-14,7,-6,-0.03,13,-6,-53
Oc1cccc2ccc(/C=C/c3cccs3)nc12,2,0,2,6,-13,0,-1,-24,27
Cc1ccc(C)c(Cn2c(CN(C)Cc3ccccc3)nc3c2c(=O)n(C)c(=O)n3C)c1,5,-2,14,8,-14,·,-19,-2,-37
O=C(O)C1CCN(S(=O)(=O)N2CCOCC2)CC1,-6,-11,-8,1,-8,-0.21,6,0,-19
COc1cccc(C2CC(c3c(-c4ccccc4)c4cc(Cl)ccc4[nH]c3=O)=NN2S(C)(=O)=O)c1OC (stereo not given),5,9,-17,10,-2,-1,18,-2,-3
O=S(=O)(c1ccc2oc3ccccc3c2c1)N1CCCC1,-4,4,6,5,12,-0.69,-8,-22,0
CN(CC(=O)NCC1CCCO1)S(=O)(=O)c1cc(Cl)ccc1Cl (stereo not given),4,0,-14,-3,11,0.28,13,-14,-1
O=C(Cn1ccc2ccccc2c1=O)NCCC(=O)NC1CCN(Cc2ccccc2)CC1,7,-6,6,2,4,-1.1,-3,-6,10
CCOC(=O)C1CCN(C(=O)Cc2cccc3ccccc23)CC1,8,-1,1,1,-10,-0.48,-1,-9,2

# An excerpt from above, showing only PTPN22 act.
Structure	PTPN22 act
Nc1ccc[n+](Cc2ccccn2)c1	0
O=C(c1cc(-c2ccncc2)nc2ccccc12)N1CCN(c2ccc(N3CCOCC3)nn2)CC1	-7
S=c1[nH]ncn1/N=C/c1ccccc1	11

# Remaining list, next part.
SMILES,EphB4 antag,FAK inh,PTPN22 act,HIV Rev-RRE inh,F-actin modifier,Pyk2 oligo antag,PTPN22 inh 2,PLK1 kinase inh,Plk1 PBD FP
COc1ccc(OCCSc2nnc(-c3ccccc3)n2N)cc1,0,0,-11,6,-27,0.73,12,-14,4
CC(C)(Oc1ccc(Cl)cc1)C(=O)NCc1ccncc1,5,-12,2,6,-4,-0.1,-4,-6,-6
COc1ccc(-c2nc(CCNC(=O)c3ccc(Br)o3)cs2)cc1,4,-2,-3,7,11,·,3,9,-12
NC(=O)C1CCN(C(=O)CCc2nc3ccccc3c(=O)[nH]2)CC1,0,5,2,11,20,0.35,-5,-6,2
Cc1ccc(S(=O)(=O)NC(CC(=O)N2CCOCC2)c2ccco2)cc1 (stereo not given),-3,-4,-1,3,1,0.86,0,-6,3
c1ccc2c(c1)CC1(CCCCC1)n1nnnc1-2,6,0,2,4,-6,-0.09,-2,-14,-11
C[N+]1(CCCCCCC(=O)/C=N/O)CCCCCC1,2,4,6,10,-4,-0.06,-4,-13,-6
CCOc1cc(C2C(C#N)=C(N)Oc3n[nH]c(-c4ccccc4)c32)ccc1O (stereo not given),5,8,-2,11,7,-0.5,-1,-1,-13
CCOC(=O)CSc1nnc2n1C(C)(C)Cc1ccccc1-2,0,-2,-8,-2,5,-0.51,3,-4,-15
Cc1ccc(-c2cc(C(=O)NCc3ccco3)c3ccccc3n2)s1,1,0,0,-6,-28,-0.1,4,-17,-21
CCOC(=O)CNC(=O)C(Cc1ccccc1)NS(=O)(=O)c1ccc2c(c1)CCC(=O)N2 (stereo not given),-2,-5,0,7,-16,2.1,4,-10,-15
O=C(Cc1ccc(Br)cc1)Nc1ccccc1Sc1ccccc1,-2,3,9,8,3,-0.78,-4,3,-2
COc1cc(CNCc2ccccn2)ccc1OCc1ccc(Cl)cc1Cl,6,9,6,9,0,1.9,-1,-3,-7
CCn1c(=O)n(CC(=O)Nc2cc(OC)c(OC)c(OC)c2)c(=O)c2ccccc21,1,-1,3,2,9,0.13,-6,6,15
CCOC(=O)c1sc(NC(=O)CSc2nnc(C(C)C)n2C)nc1C,2,-1,-7,3,3,1.2,6,-2,-13
O=C(NCCCN1CCOCC1)C1CC(=O)N(C2CCCCC2)C1 (stereo not given),-1,-2,-4,5,7,0.57,2,3,7

# Screening results as filed in PubChem BioAssay.
